Source: PubChem (National Center for Advancing Translational Sciences (NCATS))
KAT2A inh = blocks human GCN5L2 histone acetyltransferase; Potency, µM (top dose mostly 58.9 µM), inactives show at the highest dose activity change, negative = inhibition, most hits filed as inhibitors; GCN5L2 HAT assay, ThioGlo1 CoA-SH fluorescence; Q92830; 390,000 tested, 0.21% active; active means well fitted inhibition curve with a large enough effect; inconclusive means small, poorly fitted or top-dose-only effect, or another doubt; inactive means no such curve, though single readings can be large or run the other way
Target sequence (Q92830 whole entry, looked up): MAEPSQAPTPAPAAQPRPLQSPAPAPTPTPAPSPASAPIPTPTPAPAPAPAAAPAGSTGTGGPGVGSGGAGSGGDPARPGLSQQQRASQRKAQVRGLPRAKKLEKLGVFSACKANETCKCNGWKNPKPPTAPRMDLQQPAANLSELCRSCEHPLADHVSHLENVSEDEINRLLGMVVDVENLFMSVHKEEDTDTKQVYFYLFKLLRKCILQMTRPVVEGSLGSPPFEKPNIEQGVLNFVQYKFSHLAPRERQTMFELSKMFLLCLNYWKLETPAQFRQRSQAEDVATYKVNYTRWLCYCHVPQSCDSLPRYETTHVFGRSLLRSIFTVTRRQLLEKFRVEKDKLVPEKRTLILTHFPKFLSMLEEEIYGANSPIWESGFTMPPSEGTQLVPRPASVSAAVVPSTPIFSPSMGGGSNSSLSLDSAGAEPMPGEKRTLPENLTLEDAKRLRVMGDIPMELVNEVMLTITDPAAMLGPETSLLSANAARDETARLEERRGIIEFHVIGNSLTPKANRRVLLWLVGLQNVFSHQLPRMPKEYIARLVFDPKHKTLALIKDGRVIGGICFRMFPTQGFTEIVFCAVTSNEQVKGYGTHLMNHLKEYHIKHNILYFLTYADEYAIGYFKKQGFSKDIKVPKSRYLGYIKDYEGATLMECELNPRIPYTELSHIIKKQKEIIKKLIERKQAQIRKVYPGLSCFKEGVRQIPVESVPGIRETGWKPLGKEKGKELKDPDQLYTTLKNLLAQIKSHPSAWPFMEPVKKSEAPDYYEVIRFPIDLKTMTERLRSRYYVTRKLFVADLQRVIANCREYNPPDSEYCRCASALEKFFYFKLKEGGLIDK
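ThioGlo1-coupled HAT assay: 20nM GCN5L2, 70uM acetyl-CoA, 75uM H3(1-25) peptide, pH 7.5. Fluorescence read at 340/540nm at start and after 20 min at room temperature.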
Starred values were filed as active, the others as inactive; ? = inconclusive; & = joins results of further samples; [ ] = remark or other dose. On the % scale 0 is the no-effect control and ±100 the full control effect; potency means the concentration at half of the fitted maximal effect. An excerpt, so the mix of outcomes need not match the whole.

SMILES	KAT2A inh
COc1ccc(-c2nnc(SCc3cccc(Cl)c3)o2)cc1	-6%
COc1ccc(Nc2nc(Cl)nc(N3CCN(c4ccc(OC)cc4)CC3)n2)cc1	3%
COc1ccc(CNC(=O)c2sc3nc4c(c(C(F)(F)F)c3c2N)CCC4)cc1	-12%
CCC(C(=O)OCC(=O)Nc1cccc(S(=O)(=O)NC2=NCCCCC2)c1)c1ccccc1 (stereo not drawn)	-15%
Cc1ccccc1N1C(=O)c2cc(N)ccc2N/C1=C\F	-9%
CC(C)C[C@H](NC(=O)CNC(=O)[C@@H]1CCCN1C(=O)[C@H](CCCNC(=N)N)NC(=O)[C@H](CC(=O)O)NC(=O)[C@@H](NC(=O)[C@H](CC(N)=O)NC(=O)[C@@H](NC(=O)[C@H](CC(=O)O)NC(=O)CNC(=O)[C@@H](NC(=O)[C@@H](NC(=O)[C@H](C)NC(=O)[C@@H](N)CCC(N)=O)[C@@H](C)O)C(C)C)C(C)C)[C@@H](C)O)C(=O)N[C@@H](CC(C)C)C(=O)N[C@@H](CC(=O)O)C(=O)N[C@@H](CC(C)C)C(=O)N[C@@H](CCCCN)C(=O)O	-1%
O=C(COC(=O)c1sc2cc(Cl)ccc2c1Cl)Nc1ncc(Cl)cc1Cl	5%
CCCCC(=O)N(Cc1ccc(-c2ccccc2-c2nn[nH]n2)cc1)C(C(=O)O)C(C)C (stereo not drawn)	-14%
Clc1cccc(-c2ccc(C3Nc4cccc5cccc(c45)N3)o2)c1	-12%
Cc1cccc(CSc2nc3ccncc3n2CC(=O)Nc2ccc(C)c(C)c2)c1	-4%

Structures shown so far with a thiophene ring, fused or not:
SMILES	KAT2A inh
COc1ccc(CNC(=O)c2sc3nc4c(c(C(F)(F)F)c3c2N)CCC4)cc1	-12%
O=C(COC(=O)c1sc2cc(Cl)ccc2c1Cl)Nc1ncc(Cl)cc1Cl	5%

(more compounds)
SMILES	KAT2A inh
O=c1c2c3nc4ccccc4nc3n(-c3cccc(F)c3)c2ncn1Cc1ccc2c(c1)OCO2	-2%
Cc1ccc(NCN2C(=O)C3C4CCC(C4)C3C2=O)cc1 (stereo not drawn)	-3%
C=C1c2ccccc2O[C@H](C(=O)OCC)[C@@H]1CC(C)(C)c1ccccc1	-14%[88.6 µM]
Cc1cc(C)n(C(=O)C23CC4CC(CC(C4)C2)C3)n1	0%
COc1ccc(NC(=O)c2cccc(C(=O)Nc3ccc(OC)cc3)n2)cc1	-2%
O=c1ccc2ccc(O)c(O)c2o1	?
CCCn1c(=NC(=O)c2ccc3c(c2)OCO3)c(C#N)cc2c(=O)n3cccc(C)c3nc21	-27%
O=C(CSc1nnc(Cc2cc(=O)[nH]c(=O)[nH]2)n1-c1ccc(Cl)cc1)N1CCc2ccccc21	-6%
COc1ccc2cc(/C=C/C(=O)c3ccco3)c(Cl)nc2c1	0%
O=C1C2CCCN2c2ccc(S(=O)(=O)N3CCOCC3)cc2N1Cc1cccc(C(F)(F)F)c1 (stereo not drawn)	-17%
COc1cccc(-c2ccc3ncnc(NCc4ccc5c(c4)OCO5)c3c2)c1	-9%&-10%
CC(/C=C/C(=O)NO)=C\[C@@H](C)C(=O)c1ccc(N(C)C)cc1	-17%&1%
COc1ccc(C(=O)Nc2ccc3nc4n(c(=O)c3c2)CCCC4)cc1[N+](=O)[O-]	3%
N#C/C(=C(/N)Sc1ccc(N)cc1)c1ccccc1C(F)(F)F	-28%
Cc1cncc(C(=O)O)[n+]1[O-]	-11%
Cc1cccc(-n2c(=O)c3c4c(sc3n3cnnc23)CCCC4)c1	-1%
O=c1[nH]c2cc3c(cc2cc1C(c1nnnn1CC1CCCO1)N1CCCCCC1)OCO3 (stereo not drawn)	5%
Cn1nnnc1Sc1ncnc2scc(-c3ccc(C#N)cc3)c12	0%
CCOc1ccc(OCC)c(NC(=O)c2cnn(-c3ccc(F)cc3)c2-n2cccc2)c1	-10%
CCC1CCCCC1	-10%
CCC1=C/C(=C\c2ccc3c(c2)OCO3)C(=O)S1	?
c1cncc(-c2ccc3ncnc(NCc4ccc5c(c4)OCO5)c3c2)c1	0%&-4%
Cc1cc(C)nc(NC(=O)CSc2ncccn2)n1	22%
O=C(N/N=C/c1ccc2nccnc2c1)c1ccccc1O	-1%
COc1ccc(N=Nc2n(C)c3ccccc3[n+]2C)cc1	-12%
Cc1cc(C)c(NS(=O)(=O)c2ccc(NC(=O)/C=C/C(=O)O)cc2)c(C)c1	1%
CCCCC/C=C\CC(O)/C=C/c1cccc(CC(O)CCCCO)n1 (stereo not drawn)	-5%&-10%
COc1ccc(CCNC(=O)c2c(C)nn(-c3ccc(F)cc3)c2-n2cccc2)cc1OC	-3%
CC[C@H](C)[C@H](NC(=O)[C@H](N)Cc1ccc(O)cc1)C(=O)N[C@@H](CC(N)=O)C(=O)N[C@@H](CC(C)C)C(=O)N[C@H](C(=O)N[C@@H](C(=O)N[C@@H](CCCN=C(N)N)C(=O)N[C@@H](CCC(N)=O)C(=O)N[C@@H](CCCN=C(N)N)C(=O)N[C@H](Cc1ccc(O)cc1)C(N)=O)[C@@H](C)O)[C@@H](C)CC	45%[activator]
Cc1ccsc1C1CC(=O)OC2=C1C(=O)CC(C)(C)C2 (stereo not drawn)	-9%
Cc1cc2nc(-c3ccc(SCC(=O)NC(C)C)nc3)[nH]c2cc1C	-13%
Cn1c(SCC(=O)NCc2ccc(F)cc2)nc2c([nH]c3ccccc32)c1=O	-25%
Cc1ccc2c(c1)NC(=O)c1cccc([N+](=O)[O-])c1CO2	0%
O=C(CN1C(=O)CC(c2ccco2)Sc2ccccc21)Nc1ccc(C(F)(F)F)cc1 (stereo not drawn)	-1%
Cc1[nH]c(C)c(C(=O)O)c1CNC1CCCCC1C (stereo not drawn)	0%
COc1ccc(Oc2coc3cc(OCC(=O)N4CCCCC4)ccc3c2=O)cc1	-1%
Cc1ccc(C)c2[nH]c(=O)c(CCNC(=O)C(C)C)cc12	-1%
Cc1ccc(NC(=O)c2snc3c(=O)[nH]cnc23)cc1C	0%
CCCOc1cccc(C(=O)Nc2cccc(-c3nc4ncccc4o3)c2C)c1	1%
NC1CCN(O)C1=O (stereo not drawn)	-4%
COc1ccc(C(=O)CC2(O)C(=O)N(Cc3ccccc3Cl)c3ccccc32)cc1 (stereo not drawn)	-8%
Cc1cc2c(c(=O)n1Cc1ccccc1)C1O[C@](CCCCN3C(=O)c4ccccc4C3=O)(Cc3cc(C#N)ccc31)O2	2%[12.7 µM]
Cc1ccc2sc(-c3ccc(NC(=O)CCN4C(=O)c5ccccc5C4=O)cc3)nc2c1	7%
Cc1ccc(C(=O)c2ccc(C(F)(F)F)cc2)cc1	-2%
COCc1cc(C)nc2c1C(=O)NC(c1ccc(NC(C)=O)cc1)N2Cc1ccccc1 (stereo not drawn)	-4%
O=S(=O)(O)c1ccc2c(c1)-c1nc-2nc2[nH]c(nc3nc(nc4[nH]c(n1)c1ccc(S(=O)(=O)O)cc41)-c1ccc(S(=O)(=O)O)cc1-3)c1ccc(S(=O)(=O)O)cc21	0.63µM*
NC1(C(=O)O)CCCCC1	-6%
COc1cc(/C=C/C(=O)c2ccc(O)cc2O)ccc1O	-10%
O=C(CN1C(=O)CCSc2ccccc21)Nc1ccc(C(F)(F)F)cc1	-1%
Fc1cccc(CNc2ncnc3ccc(-c4ccccc4Cl)cc23)c1	-9%
Remaining list, next part
SMILES	KAT2A inh
COc1ccc(Cl)cc1-c1ccc(C(=O)O)o1	-9%[88.6 µM]
Cc1ccc2[nH]c3c(c2c1)CN(C(=O)CN1CCSCC1)CC3	-2%
C/C(=C(/CCOC(=O)C(C)C)SS/C(CCOC(=O)C(C)C)=C(\C)N(C=O)Cc1cnc(C)nc1N)N(C=O)Cc1cnc(C)nc1N	-1%
CC(=O)OC[C@H]1O[C@@H](O/N=C(\C)CCN2CCCCc3nc(C)c(C)cc32)[C@H](OC(C)=O)[C@@H](OC(C)=O)[C@@H]1OC(C)=O	-1%
CCOC(=O)Cn1c(=O)n(CC2CCCO2)c2nc(-c3ccccc3F)nc(C(N)=O)c21 (stereo not drawn)	-9%
Cc1cccc(N2CCN(S(=O)(=O)c3cc(Cl)ccc3Cl)CC2)c1C	-4%
COCCN1CN=C(Nc2nc(C)c3ccc(C)cc3n2)NC1	-3%
Cn1c(=O)[nH]c(=O)c2c1nc(N1CCCC1)n2CCSc1nc2ccccc2[nH]1	0%
Cc1ccc2c(c1)-c1onc(C(=O)N3CCN(c4ccc(Cl)cc4)CC3)c1CO2	-11%
Cc1cc2nc(NC3=NCN(CCN4CCOCC4)CN3)nc(C)c2cc1C	-4%
CCOC(=O)c1cc(OC(=O)c2ccc(OC)cc2)n(-c2ccccc2)n1	-3%
CCOc1ccc2nc(NC3=NCN(Cc4ccco4)CN3)nc(C)c2c1	2%
CCCCc1nn(-c2ccccc2C(F)(F)F)c(=O)n1Cc1ccc(-c2ccccc2S(=O)(=O)NC(=O)c2sccc2C)cc1	?
O=C(O)c1cc(N=Nc2ccc(-c3ccc(N=Nc4ccc(O)c(C(=O)O)c4)cc3)cc2)ccc1O	3.2µM*
Fc1cccc(CNc2ncnc3ccc(-c4cccnc4)cc23)c1	-3%
COc1ccc(C2CC(=O)Nc3c2c(=O)n(C)c2nc4ccccc4n32)cc1 (stereo not drawn)	-1%
O=C(CSc1nnc2c3ccccc3c3ccccc3c2n1)Nc1ccccc1	-8%
O=S(=O)(c1ccc(F)cc1)N1CCN(S(=O)(=O)c2ccc3c(c2)OCCO3)CC1	-1%
CCN1CCN(CCNC(=O)C2CCN(Cc3nc(-c4ccc(Cl)cc4)oc3C)CC2)CC1	5%
O=C(O)c1cccnc1SC1CC(=O)N(c2cccc3ccccc23)C1=O (stereo not drawn)	-5%
CC(=O)Nc1nc2c(c3c1c(=O)oc1ccccc13)CCCCC2	2%
O=[N+]([O-])c1cc(C=Nc2cccc3c(O)cccc23)ccc1Cl	4%
COc1ccc(C(c2c(C)n(C)n(-c3ccccc3)c2=O)c2c(C)n(C)n(-c3ccccc3)c2=O)cc1O	-1%&-3%
O=S(=O)(c1ccccc1)n1nc(-c2ccc(Cl)cc2)nc1NCc1ccc(F)cc1	-6%
CCCCN1C(=O)/C(=C/C=C2\N(C)c3ccccc3C2(C)C)SC1=S	-7%
Cc1ccc2occ(CN3CCN(Cc4ccccc4)CC3)c(=O)c2c1	-9%
O=C1[C@H]2[C@H]3[C@H](O)[C@H](O)C/C(=N\OC[C@@H](O)COCc4ccco4)[C@@H]3CC[C@H]2C(=O)N1c1ccc(F)cc1F	2%
Cc1cccc(C(=O)Nc2ccc(C)c(OC(=O)c3cccc(C)c3)c2)c1	-18%
Cn1c2ccccc2c2c3c(c4c5ccccc5n(CCC#N)c4c21)CNC3=O	?
Cc1nn(-c2ccccn2)c2c1C(c1ccccn1)C1=C(CCCC1=O)N2 (stereo not drawn)	-9%
CCn1c(SCC(=O)c2ccc([N+](=O)[O-])cc2)nnc1-c1ccc(Cl)cc1	-3%
CCC1CN(CC(=O)NCc2cccc(Br)c2)c2ccccc2S1 (stereo not drawn)	-10%
CC(C)(C)C(=O)OCC(=O)C1CCC2C3CCC4=CC(=O)CCC4(C)C3CCC12C (stereo not drawn)	17%
Cc1ccc2c(c1)sc1ncc(NC(=O)c3ccc(F)cc3)c(=O)n12	2%
CCN1CCN(C2CC(=O)NC2=O)CC1 (stereo not drawn)	-4%
COc1ccc(CC(NC(C)=O)C(=O)NC2CCN(c3c(Cc4ccccc4)c(C)nc4ncnn34)CC2)cc1OC (stereo not drawn)	-5%
Cc1nc(SCc2nc3c(C)cccc3[nH]2)c2oc3ccccc3c2n1	-5%
COc1ccc2c3c(c(=O)oc2c1)C1O[C@](c2ccsc2)(Cc2ccccc21)O3	-15%[12.7 µM]
Cn1ccc2cc(-c3ccc4ncnc(NCc5cccs5)c4c3)ccc21	-11%&-5%
O=C(OCc1ccco1)c1ccc2c(c1)N(Cc1cccc(F)c1)C(=O)c1ccccc1S2	-2%
CCN(CC)CCN1C(=O)C(=O)/C(=C(/O)c2cnn(-c3ccccc3)c2C)C1c1cccs1 (stereo not drawn)	-3%

Entries above that have an NH in an aromatic ring:
SMILES	KAT2A inh
CCCCC(=O)N(Cc1ccc(-c2ccccc2-c2nn[nH]n2)cc1)C(C(=O)O)C(C)C (stereo not drawn)	-14%
O=C(CSc1nnc(Cc2cc(=O)[nH]c(=O)[nH]2)n1-c1ccc(Cl)cc1)N1CCc2ccccc21	-6%
O=c1[nH]c2cc3c(cc2cc1C(c1nnnn1CC1CCCO1)N1CCCCCC1)OCO3 (stereo not drawn)	5%
Cc1cc2nc(-c3ccc(SCC(=O)NC(C)C)nc3)[nH]c2cc1C	-13%
Cn1c(SCC(=O)NCc2ccc(F)cc2)nc2c([nH]c3ccccc32)c1=O	-25%
Cc1[nH]c(C)c(C(=O)O)c1CNC1CCCCC1C (stereo not drawn)	0%
Cc1ccc(C)c2[nH]c(=O)c(CCNC(=O)C(C)C)cc12	-1%
Cc1ccc(NC(=O)c2snc3c(=O)[nH]cnc23)cc1C	0%
O=S(=O)(O)c1ccc2c(c1)-c1nc-2nc2[nH]c(nc3nc(nc4[nH]c(n1)c1ccc(S(=O)(=O)O)cc41)-c1ccc(S(=O)(=O)O)cc1-3)c1ccc(S(=O)(=O)O)cc21	0.63µM*
Cc1ccc2[nH]c3c(c2c1)CN(C(=O)CN1CCSCC1)CC3	-2%
Cn1c(=O)[nH]c(=O)c2c1nc(N1CCCC1)n2CCSc1nc2ccccc2[nH]1	0%
Cc1nc(SCc2nc3c(C)cccc3[nH]2)c2oc3ccccc3c2n1	-5%
